CHT block: inhibitors of human choline transporter CHT. Q9GZV3. 310,000 compounds, 0.86% hits. AID 488975. CHT-expressing cells, membrane potential dye, choline response; active compounds read low. B-score at 10 µM;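 active means B-score over 3 SD under the library average, and starting fluorescence ratio not unusually high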;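 further: choline stimulus applied at its EC90 after an EC20 pre-addition; B-score computed on integrated fluorescence ratio after choline addition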
Kir21 inh: blocks the mouse Kir2.1 inward-rectifier potassium channel; P35561; HEK293-Kir2.1, FluxOR thallium flux fluorescence; active compounds read low; B-score at 10 µM; 310,000 compounds, 0.85% hits; AID 1672;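 active means fluorescence ratio B-score at or below minus 3 SD of library scores, with starting-brightness B-score within 2 SD, cut at about -4.2 in these data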;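 further: channel flux triggered by added potassium and thallium sulfate stimulus; B-score of peak minus minimum fluorescence over baseline after thallium stimulus; more negative B-score means stronger Kir2.1 block with less thallium influx; some compounds called inactive have numbers as strong as hits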
KCNQ2 inh: KCNQ2 channel blockers in CHO-K1 cells – cell-based, FluxOR thallium flux, B-score, primary screen (AID 2156). 310,000 compounds, 1.1% hits. 20 min; active compounds read low. B-score at 10 µM;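 active means fluorescence ratio B-score at most minus 3 library SDs, with starting brightness B-score within 2 library SDs, cut at about -5.5 in these data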
Target sequence (O88943 whole entry, looked up): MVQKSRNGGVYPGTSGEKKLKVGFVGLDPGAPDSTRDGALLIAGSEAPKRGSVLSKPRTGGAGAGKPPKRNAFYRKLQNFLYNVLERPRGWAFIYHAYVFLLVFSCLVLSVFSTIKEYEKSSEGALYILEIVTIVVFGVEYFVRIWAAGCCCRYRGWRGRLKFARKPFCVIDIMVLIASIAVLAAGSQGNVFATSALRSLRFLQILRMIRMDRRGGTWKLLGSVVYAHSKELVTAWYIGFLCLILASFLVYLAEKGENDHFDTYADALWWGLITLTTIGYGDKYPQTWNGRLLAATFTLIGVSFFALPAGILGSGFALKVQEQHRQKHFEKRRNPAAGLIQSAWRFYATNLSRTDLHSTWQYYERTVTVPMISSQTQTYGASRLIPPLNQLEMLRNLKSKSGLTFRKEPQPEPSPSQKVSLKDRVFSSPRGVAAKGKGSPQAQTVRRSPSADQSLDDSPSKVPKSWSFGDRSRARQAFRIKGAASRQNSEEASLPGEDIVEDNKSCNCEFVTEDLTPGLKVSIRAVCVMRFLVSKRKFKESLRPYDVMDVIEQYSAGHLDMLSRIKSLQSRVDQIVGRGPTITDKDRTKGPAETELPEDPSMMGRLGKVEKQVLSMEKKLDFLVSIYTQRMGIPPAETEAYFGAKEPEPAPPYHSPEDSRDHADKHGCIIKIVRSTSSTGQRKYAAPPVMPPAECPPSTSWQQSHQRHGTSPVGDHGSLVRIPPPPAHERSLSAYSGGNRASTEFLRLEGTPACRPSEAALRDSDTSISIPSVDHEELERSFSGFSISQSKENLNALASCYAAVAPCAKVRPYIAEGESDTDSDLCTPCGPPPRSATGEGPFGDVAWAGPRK
Numbers without * were called inactive; i = inactive; x = not tested or not shown; & = joins results of further samples.

nr	Molecule	CHT block	Kir21 inh	KCNQ2 inh
1	NC(=O)c1c(N)sc(=S)n1CC1CCCO1 (configuration not stated)	i	1.6	i
2	CC(=O)Nc1ccc(S(=O)(=O)N(C)CC(=O)OCC(=O)N2CCCC2=O)cc1	i	1.5	i
3	CSc1nc2cc(S(=O)(=O)N3CCOCC3)ccc2s1	i	-1.1	i
4	Cc1cc(C)nc(SCc2nnc(SCC(=O)Nc3ccc(C)c(C)c3)n2Cc2ccco2)n1	i	-1	i
5	CC(C)(C)c1ccccc1NC(=O)C1=COCCO1	i	0.25	i
6	CCOC(=O)C1=CN(c2cccc(F)c2)C=C(C(=O)OCC)C1c1cc(OC)c(O)c([N+](=O)[O-])c1	i	0.39	i
7	COc1cccc(C(=O)N2CCC(N3CC(C)OC(C)C3)CC2)c1 (configuration not stated)	i	-0.48	i
8	C/C(=N\NC(=O)c1ccccc1)c1ccc(-n2ccnc2)cc1	i	-0.21	i
9	CCC(C)NC(=O)c1ccccc1-c1nc2ccccc2[nH]1 (configuration not stated)	i	-1	i
10	CC(=O)Nc1ccc2c(c1)CCCC2=O	i	-1.2	i
11	CCOC(=O)C1=C(C)NC(C)=C(C(=O)OCC)C1	i	1.7&1.3	i
12	CCCCCn1c(=NC(=O)c2ccco2)c(C(=O)OCC)cc2c(=O)n3ccccc3nc21	i	-0.11	i
13	CCC(NC(=O)C1(C)CC1(Br)Br)c1ccc(C)cc1 (configuration not stated)	i	0.03	i
14	COc1ccc(CCn2c(=S)[nH]c3cc(C(=O)N4CCOCC4)ccc3c2=O)cc1OC	i	-1.2	i
15	COc1ccc(CC(=O)O/N=C(\N)c2cccc([N+](=O)[O-])c2)cc1	i	-1.6	i
16	CCC(CC)C(=O)Nc1nnc(S(=O)(=O)N2CCc3ccccc32)s1	i	-0.76	i
17	CC(=O)NC1C(=O)N(CCN2CCOCC2)c2ccc(Br)cc21 (configuration not stated)	i	-0.04	i
18	Cc1ccc2cc(C(=O)O)c(C)nc2c1	i	-0.14	i
19	COc1ccc(-c2csc3ncnc(N4CCN(c5ccccc5Cl)CC4)c23)cc1	i	0.06	i
20	O=C(O)C1OC(Oc2c(-c3ccc(O)c(O)c3)oc3cc(O)cc(O)c3c2=O)C(O)C(O)C1O (configuration not stated)	i	-1.7	i
21	Cc1cc(C)c([N+](=O)[O-])cc1NCC(=O)N1CCN(c2ccccc2)CC1	i	-0.44	i
22	Cc1ccc(CNC(=O)C2CCN(S(=O)(=O)c3c(C)noc3/C=C/N(C)C)CC2)cc1	i	0.21	i
23	COC(=O)c1ccc2c(c1)N(C)S(=O)(=O)c1cnc(SCC(=O)C(C)(C)C)nc1-2	i	-0.5	i
24	O=C(CSc1nc2c(c(C(F)(F)F)n1)CCc1ccccc1-2)NCc1ccco1	i	0.15	i
25	COc1nc(-c2cccs2)cc(-c2ccc(C)cc2)c1C#N	i	0.2	i
26	CCOc1cc(/C=N\NC(=O)Cn2nc([N+](=O)[O-])cc2C)ccc1OCc1cccc2ccccc12	i	-0.1	i
27	N#Cc1c2n(c3c(=O)n(Cc4ccccc4)cnc13)CCCC2	i	-0.95	i
28	CCn1c(SCC(=O)NC2CCCC2)nnc1-c1ccoc1C	i	-0.69	i
29	O=C(NCc1ccco1)c1nn(-c2ccccc2)c(=O)c2ccccc12	i	0.28	i
30	COc1ccc(S(=O)(=O)N(CCCN2CCCC2=O)Cc2cc3cc(C)c(C)cc3[nH]c2=O)cc1	x	-1.5	i
31	COC(=O)CSc1nccc(-c2cccs2)n1	i	-0.6	i
32	CC(C)(C)C(=O)N1CCN(c2ccc([N+](=O)[O-])cc2Cl)CC1	i	0.35	i
33	O=c1c(Cl)c(N/N=C/c2ccc(Cl)cc2)cnn1-c1ccccc1	i	-0.37	i
34	CCCc1ccc(OCC(=O)O)cc1	i	0.38	i
35	CC(C)Oc1ccc(CNC2CCOC(C)(C)C2)cc1 (configuration not stated)	i	-0.99	i
36	O=C(Nc1ccc(S(=O)(=O)Nc2nccs2)cc1)c1cnc(Cl)c(Cl)c1	i	-0.25	i
37	CC(C)(C)c1ccc(-n2ncc3c2CCCC3NC(=O)CCn2cncn2)cc1 (configuration not stated)	i	-0.36	i
38	COc1ccc(N2C(=O)CC(NNC(=O)c3cccnc3)C2=O)cc1 (configuration not stated)	i	-1	i
39	CCOc1ccc2ccccc2c1/C=N/n1cncn1	i	0.41	i
40	COc1ccc(NC(=O)c2cc3c(Cl)nc4ccccc4c3s2)cc1OC	i	2.4	i
41	O=C(O)CSC1c2ccccc2C(=O)N1Cc1ccccc1 (configuration not stated)	i	0.97	i
42	CC(=O)Nc1cccc(C(=O)Nc2ccc(S(=O)(=O)NC3=NCCCCC3)cc2)c1	i	0.15	i
43	O=c1c([N+](=O)[O-])c(N2CCOCC2)c2ccccc2n1-c1ccccc1	i	-0.19	i
44	O=C(c1cccc(-c2ccccc2)c1)N1CC[C@@H](N2CCC(O)CC2)[C@H](O)C1	i	-0.65	i
45	C=CCSc1nc2ccccc2n1C(=O)/C=C/c1ccc(OC)c(OC)c1	i	-1.5	i
46	Cc1c(NC(=S)Nc2ccc(Cl)cc2)c(=O)n(-c2ccccc2)n1C	i	0.01	i
47	c1ccc(OCCCN2CCCC2)cc1	i	0.27	i
48	CC(C)c1ccc(NC(=O)CN2C(=O)c3ccccc3S2(=O)=O)cc1	i	-0.19	i
49	O=C(NCCC1=CCCCC1)C1CCC(=O)N(Cc2ccc(Cl)cc2)C1 (configuration not stated)	i	0.08	i
50	COc1ccc(CCNC(=O)c2cc(COc3c(F)cccc3F)on2)c(OC)c1	i	1.1	i
51	O=C(CSc1nnnn1-c1cccnc1)NCc1cccs1	i	-0.83	i
52	O=C(COc1ccc(Cl)cc1)NCCN1CCCC1	i	0	i
53	COc1ccc(CC2CC(=O)N(c3ccc(C)cc3)C2=O)cc1 (configuration not stated)	i	0.29	i
54	COc1ccc(N=Cc2oc3ccc4ccccc4c3c2O)cc1	i	-0.11	i
55	C/C(=N\NS(=O)(=O)c1ccc([N+](=O)[O-])cc1)c1ccc(NC(=O)c2ccco2)cc1	i	0.05	i
56	CC(=O)NCCOC(=O)Nc1sc(=S)n(C)c1C	i	-2	i
57	CCn1nc(NS(=O)(=O)c2ccc([N+](=O)[O-])cc2)c2cc3cc(C)ccc3nc21	i	1.4	i
58	CN1CCN(c2ccc(S(=O)(=O)N3CCOCC3)cc2NC(=O)COc2ccc(F)cc2Cl)CC1	i	-1.2	i
59	Cc1ccc(/C([O-])=C(/C(=S)Nc2ccc(SC(F)F)cc2)[n+]2ccccc2)cc1[N+](=O)[O-]	i	-0.46	i
60	Cc1ccc(NC2=C(Cl)C(=O)OC2OC(=O)c2ccccc2C)cc1 (configuration not stated)	x	-1	i

Other compounds:
nr	Molecule	CHT block	Kir21 inh	KCNQ2 inh
61	CCOC(=O)c1ccc(OCCOc2cccc(C)c2)cc1	i	-0.2	i
62	COc1ccc(-c2c(C)n([O-])c3c([n+]2=O)CCCCC3)cc1	i	0.68	i
63	O=C(N/N=C/c1sc(N2CCCCC2)nc1-c1cccs1)C1CC1	i	-0.63	i
64	CCC/C=N/NC(=O)c1ccc(F)cc1	i	-0.15	i
65	O=C(CN1C(=O)C2CC=CCC2C1=O)OCCN1C(=O)c2ccccc2C1=O (configuration not stated)	i	0.13	i
66	Cc1ccc(S(=O)(=O)Oc2ccccc2/C=N/Nc2ccc(C(=O)O)cc2)cc1	i	1.2	i
67	O=Cc1cnc(N2CCN(c3ccccc3)CC2)s1	i	1.2	i
68	CCCCCCCN1C2=NCCCN2c2ccccc21	i	-0.57	i
69	COc1ccccc1NC(=S)NCc1cccs1	i	-0.12	i
70	COCCN1C(=O)N(c2ccc(OC)cc2)C(=O)C1CC(=O)Nc1cccc(F)c1 (configuration not stated)	i	1.4	i
71	COc1cc(/C=C2\SC(=S)N(C(Cc3ccccc3)C(=O)O)C2=O)ccc1O (configuration not stated)	i	-4.5*	i
72	Cn1c(=O)c(C(=O)CN2CCCCCC2)c(N)n(Cc2ccccc2)c1=O	i	-1.7	i
73	CCCCNC(=O)COC(=O)c1cc(Br)ccc1Cl	i	-0.09	i
74	C/C(=N\NC(=O)c1c(Br)c(C)nn1C)c1cccc(NC(=O)c2ccccc2F)c1	i	1.6	i
75	O=C1CCCCC1Sc1nnc(Nc2ccccc2)s1 (configuration not stated)	i	0.47	i
76	COc1cccc(C(=O)NCCCn2ccnc2)c1	i	-1.3	i
77	Cc1cc(C)n(CC(C)O)c(=O)c1C#N (configuration not stated)	i	-0.1	i
78	c1nc(N2CCC3(CC2)OCCO3)c2[nH]cnc2n1	i	1.4	i
79	CC(C)[C@@H](C(=O)N[C@@H](Cc1ccccc1)C(=O)O)N1C(=O)N2CCc3c([nH]c4ccccc34)[C@@]2(C)C1=O	i	0.27	i
80	COc1ccc(Nc2nnc(Cc3ccccc3)c(=O)[nH]2)c(OC)c1	i	0.18	i
81	O=C(COC(=O)c1cc(-c2cccs2)nc2ccccc12)NC1CCS(=O)(=O)C1 (configuration not stated)	i	1.4	i
82	O=S(=O)(Nc1ccc(-c2ccc3nncn3n2)cc1)c1ccccc1F	i	0.55	i
83	COC(=O)CN1C(=O)NC2(CCCc3ccccc32)C1=O (configuration not stated)	i	0.15	i
84	COc1cc(CO)cc(-c2cc(CO)cc(OC)c2OC)c1OC	i	-1.2	i
85	NC(=NCCc1c[nH]c2ccccc12)NC(=O)c1ccc(Cl)cc1	i	-3.6	-5.7*
86	COc1ccc(NC(=O)NCCc2ccc(Cl)cc2)cc1OC	i	1.2	i
87	CC(=O)NCc1ccc(S(=O)(=O)N/N=C/c2ccccc2)cc1	i	0.06	i
88	O=C(CNCc1ccccc1)NCCCN1CCCC1=O	i	0.64	i
89	Cc1ccc(C)c(NS(=O)(=O)c2ccc(OCC(=O)NCc3ccccn3)cc2)c1	i	-0.97	i
90	CCCCn1c(N)c(N(Cc2ccccc2OC)C(=O)CCSC)c(=O)[nH]c1=O	i	1.1	i
91	O=C(Nc1ccccc1)N1CCSc2cc(Cl)ccc21	i	-0.49	i
92	CCCCN(C)C(=O)c1cccc(OC2CCN(CC(C)(C)C)CC2)c1	i	0.01	i
93	COC(=O)c1ccc(C)c(NC(=S)NCc2ccc(Cl)cc2)c1	i	0.02	i
94	CC(CN1CCCCC1)c1ccccc1 (configuration not stated)	i	-0.88	i
95	CCc1ccc(NC(=O)N2CCN(c3ccc(F)cc3)CC2)cc1	x	-1	i
96	CC1CCN(C(=O)CNC(=O)CNS(=O)(=O)c2ccccc2)CC1	i	0.02	i
97	COc1cccc(NC(=O)CN(C)S(=O)(=O)c2ccc3c(c2)n(C)c(=O)c(=O)n3C)c1	i	-0.06	i
98	COc1cccc(CC(=O)Nc2ncc(C)s2)c1	i	1.4	i
99	CCOC(=O)C1=C(C)Nc2nc(SCC(=O)OC)nn2C1c1cc(F)cc(F)c1 (configuration not stated)	i	0.33	i
100	Cc1ccc(C(NC(N)=O)c2ccccc2C)cc1 (configuration not stated)	i	0.19	i
101	C(=C\c1nc(-c2cccnc2)no1)/c1ccccc1	i	1.8	i
102	COC(=O)c1ccc(Sc2ccccc2NS(=O)(=O)c2ccc(NC(C)=O)cc2)nc1	i	-0.92	i
103	CC(C)(C)NC(=O)C1CC(=O)OC12CCOC(C)(C)C2 (configuration not stated)	i	-1.2	i
104	Cc1cccc(C)c1NC(=O)CN(C)C(=O)c1cccc(-n2cccc2)c1	i	-0.24	i
105	CC(C)C[C@H]1COCCS(=O)(=O)N1Cc1cccc(F)c1	i	-0.49	i
106	COc1ccc(C(=O)Nc2ccc(Cl)cc2C(=O)NCc2ccco2)cc1	i	2.4	i
107	C/C(=C\C(=S)Nc1ccccc1)Nc1cccc2ccccc12	i	-0.15	i
108	CCOc1ccc(CCNC(=O)c2cccc3c2C(=O)N(CCOC)C3)cc1OCC	i	-0.03	i
109	COc1cccc(-n2nnnc2SCC(=O)NCCc2ccc(OC)c(OC)c2)c1	i	-2.7	i
110	CC(=O)c1cccc(N=Cc2c(O)c3ccccc3oc2=O)c1	i	-0.01	i
111	COc1ccc(CCNC(=O)COc2cccc3c2OC(C)(C)C3)cc1OC	i	-5.8*	i
112	CCOC(=O)NC(c1ccc(C(C)C)cc1)C(Cl)(Cl)Cl (configuration not stated)	i	0.39	i
113	CCCCCCC1/C(=N\NC(=O)c2ccccc2)CCC1C(=O)OC (configuration not stated)	i	-0.06	i
114	CC(C)C(=O)NCCc1nc(-c2ccccc2)no1	i	0.67	i
115	COc1ccc(NC(=O)CSc2nnc(-c3cccnc3)o2)cc1	i	0.68	i
116	Cc1cccc(OC(=O)C2C(c3ccccc3)C(C(=O)O)C2c2ccccc2)c1 (configuration not stated)	i	0.33	i
117	CCOCc1[nH]c(=S)[nH]c(=O)c1Cc1ccc(OCC)cc1	i	1.6	i

Structures from the list above that have a cyano group:
nr	Molecule	CHT block	Kir21 inh	KCNQ2 inh
25	COc1nc(-c2cccs2)cc(-c2ccc(C)cc2)c1C#N	i	0.2	i
27	N#Cc1c2n(c3c(=O)n(Cc4ccccc4)cnc13)CCCC2	i	-0.95	i
77	Cc1cc(C)n(CC(C)O)c(=O)c1C#N (configuration not stated)	i	-0.1	i

High-throughput results: PubChem, Johns Hopkins Ion Channel Center
